Screens as filed in PubChem.
PAFAH1B2 FP inh – inhibitors of human PAFAH1B2; P68402; recombinant PAFAH1B2, FP-rhodamine activity probe, fluorescence polarization; inhibition, % at 3.39 µM; 340,000 tested, 1.2% active; AID 492953;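 active means inhibition above the mean of all tested compounds plus 3 SD, cut at about 24% in these data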;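 further: 0% = enzyme with DMSO and 100% = wells lacking PAFAH1B2; many of its hits are not listed in these tables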
Target sequence (P68402 whole entry, looked up): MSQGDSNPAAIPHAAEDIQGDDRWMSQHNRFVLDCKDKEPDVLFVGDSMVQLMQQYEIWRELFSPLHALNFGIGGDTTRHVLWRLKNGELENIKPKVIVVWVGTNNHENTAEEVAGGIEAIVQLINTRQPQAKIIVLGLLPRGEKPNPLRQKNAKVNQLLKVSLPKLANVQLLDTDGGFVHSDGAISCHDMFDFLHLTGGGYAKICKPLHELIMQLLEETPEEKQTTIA
LYPLA1 counter – blocks human lysophospholipase 1, a PME1 counter-screen; O75608; recombinant LYPLA1, FP-Rh probe fluorescence polarization; inhibition, % at 5.9 µM; 320,000 tested, 0.16% active; AID 2174;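 active means inhibition above the mean of all tested compounds plus 3 SD, set per campaign, cut at about 14% in these data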;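 further: inhibitors block serine hydrolase probe labeling of LYPLA1 so polarization falls; 0% = enzyme with DMSO and 100% = wells lacking LYPLA1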
Fam108B inh – Fam108B inhibition, counter-screen for RBBP9 inhibitors | recombinant Fam108B, FP-Rh probe fluorescence polarization | inhibition, % at 9.51 µM | 300,000 tested, 0.33% active;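 active means inhibition above the screen mean inhibition plus 3 SD, computed separately per campaign, cut at about 18% in these data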;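 further: inhibitors lower polarization as less probe binds the enzyme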
PAFAH2 FP inh – PAFAH2 (human) inhibition | inhibition, % at 3.39 µM | 340,000 tested, 0.99% active | recombinant PAFAH2, FP-rhodamine activity probe, fluorescence polarization | Q99487;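 active means inhibition above the mean over all tested compounds plus 3 SD, cut at about 30% in these data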;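 further: inhibitors block probe labeling of enzyme so polarization drops; 0% = enzyme with DMSO and 100% = wells lacking PAFAH2 protein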
pPAFAH FP inh – inhibitors of human plasma PAF acetylhydrolase (pPAFAH); recombinant pPAFAH, FP-rhodamine probe fluorescence polarization; inhibition, % at 3.39 µM; 330,000 tested, 1.5% active;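 active means inhibition above the mean inhibition across the screen plus 3 SD, cut at about 25% in these data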;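 further: inhibitors block binding of the rhodamine activity-based probe so polarization drops; 0% = enzyme with DMSO and 100% = wells lacking pPAFAH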
PAD4 inh – inhibitors of human PAD4; recombinant PAD4, RCA probe fluorescence polarization; inhibition, % at 6.36 µM; 330,000 tested, 0.41% active; AID 485272;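 active means percent inhibition above a cutoff equal to the mean of all tested compounds plus 3 SD, cut at about 15% in these data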;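 further: 0% = PAD4 with RCA probe and DMSO and 100% = probe without PAD4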
PME-1 inh – blocks human protein phosphatase methylesterase 1. Q9Y570. recombinant PME-1, FP-Rh probe fluorescence polarization. inhibition, % at 5.9 µM. 320,000 tested, 0.53% active. AID 2130;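 active means inhibition above the campaign mean of all compounds plus 3 SD, cut at about 26% in these data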;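 further: competitive labeling of PME-1 active site by serine hydrolase directed probe; 0% = PME-1 with DMSO and 100% = wells lacking PME-1 enzyme; inhibitors block probe labeling so polarization falls and inhibition rises; many of its hits are not listed in these tables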
Target sequence (Q9Y570 whole entry, looked up): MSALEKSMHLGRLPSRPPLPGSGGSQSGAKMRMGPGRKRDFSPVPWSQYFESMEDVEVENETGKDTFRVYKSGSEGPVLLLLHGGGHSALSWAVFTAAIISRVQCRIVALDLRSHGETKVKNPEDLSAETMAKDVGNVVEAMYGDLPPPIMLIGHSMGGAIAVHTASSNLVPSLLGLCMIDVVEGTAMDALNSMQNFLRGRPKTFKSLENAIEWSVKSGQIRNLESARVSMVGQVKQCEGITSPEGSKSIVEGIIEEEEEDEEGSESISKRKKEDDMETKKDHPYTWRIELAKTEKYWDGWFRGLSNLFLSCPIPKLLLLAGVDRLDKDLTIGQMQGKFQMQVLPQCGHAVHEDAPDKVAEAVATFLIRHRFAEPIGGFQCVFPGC
GSTO1 inh – counter-screen for RBBP9 inhibitors: inhibitors of human GSTO1; P78417; inhibition, % at 5.96 µM; AID 1974; recombinant GSTO1, activity-based probe fluorescence polarization; 300,000 tested, 1.1% active;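 active means inhibition above the campaign mean inhibition plus 3 SD, cut at about 35% in these data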;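 further: 0% = GSTO1-1 with DMSO and 100% = wells lacking GSTO1-1 enzyme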
Target sequence (P78417 whole entry, looked up): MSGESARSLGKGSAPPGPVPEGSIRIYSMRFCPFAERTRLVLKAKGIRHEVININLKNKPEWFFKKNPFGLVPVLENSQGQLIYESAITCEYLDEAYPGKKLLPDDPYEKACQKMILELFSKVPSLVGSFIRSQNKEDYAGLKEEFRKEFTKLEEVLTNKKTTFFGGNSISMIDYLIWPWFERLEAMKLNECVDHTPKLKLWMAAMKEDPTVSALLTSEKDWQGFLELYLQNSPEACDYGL
PAFAH1B3 FP inh – inhibitors of human PAFAH1B3 | recombinant PAFAH1B3, FP-rhodamine probe, fluorescence polarization | inhibition, % at 3.39 µM | 340,000 tested, 0.28% active;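 active means inhibition above the screen-wide average of all tested compounds plus 3 SD, cut at about 25% in these data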;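 further: 0% = enzyme with DMSO only and 100% = wells lacking PAFAH1B3 protein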
Target sequence (Q15102 whole entry, looked up): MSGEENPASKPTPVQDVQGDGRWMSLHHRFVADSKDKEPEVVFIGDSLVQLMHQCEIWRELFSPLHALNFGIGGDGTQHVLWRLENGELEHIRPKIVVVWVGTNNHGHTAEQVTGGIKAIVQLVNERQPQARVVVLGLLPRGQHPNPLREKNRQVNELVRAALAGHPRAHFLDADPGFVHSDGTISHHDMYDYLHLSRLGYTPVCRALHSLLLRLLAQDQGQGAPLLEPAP
* marks the source's active call; other numbers are inactive results. Some of the compounds tested. The share of hits here may be higher or lower than overall.

Screening CCCCc1c(O)nc(SCC(=O)N2CCOCC2)n(-c2ccccc2OC)c1=O returned PAFAH1B2 FP inh 3, LYPLA1 counter -4, Fam108B inh 0, PAFAH2 FP inh -11, pPAFAH FP inh 4, PAD4 inh -1, PME-1 inh -9, GSTO1 inh 4 and PAFAH1B3 FP inh 12.
For CN(C)c1nc(N)nc(N(c2ccccc2)c2ccccc2)n1 the results were PAFAH1B2 FP inh 11, LYPLA1 counter 1, Fam108B inh 0, PAFAH2 FP inh 5, pPAFAH FP inh 0, PAD4 inh 0, PME-1 inh -1, GSTO1 inh 5 and PAFAH1B3 FP inh -1.
COc1cc(OC)cc(-c2cc3cc(F)ccc3cn2)c1 was read as PAFAH1B2 FP inh -4, PAFAH2 FP inh 0, pPAFAH FP inh 0, PAD4 inh 3 and PAFAH1B3 FP inh 10.
Cc1cccc2c1cnn2C(=O)CCC(=O)NCC(C)c1ccccc1 (centres undefined) was read as PAFAH1B2 FP inh 5, LYPLA1 counter -1, Fam108B inh 3, PAFAH2 FP inh 9, pPAFAH FP inh 5, PAD4 inh -1, PME-1 inh -6, GSTO1 inh -2 and PAFAH1B3 FP inh 7.
CCCCCCC(=O)N/N=C/Cc1ccccc1 was read as PAFAH1B2 FP inh 3, LYPLA1 counter 0, Fam108B inh -2, PAFAH2 FP inh 2, pPAFAH FP inh 1, PAD4 inh 2, PME-1 inh -1, GSTO1 inh 2 and PAFAH1B3 FP inh -3.
Screening Cc1cccc(NCc2ccc(Br)cc2)n1 returned PAFAH1B2 FP inh 30*, LYPLA1 counter -1, Fam108B inh 6, PAFAH2 FP inh -12, pPAFAH FP inh 4, PAD4 inh -3, PME-1 inh 4, GSTO1 inh -1 and PAFAH1B3 FP inh -2.
`COc1ccc(CN(C)C(=O)C23CC4CC(CC(Cl)(C4)C2)C3)c(OC)c1OC` gave PAFAH1B2 FP inh 21, LYPLA1 counter -1, Fam108B inh -2, PAFAH2 FP inh -8, pPAFAH FP inh 5, PAD4 inh 0, PME-1 inh 0, GSTO1 inh -4 and PAFAH1B3 FP inh 1.
Screening CCOC(=O)[C@@H]1[C@H]2COc3ccc(Br)cc3[C@H]2N2C(=O)N(c3ccc(Cl)cc3)C(=O)[C@@]12C returned LYPLA1 counter -1, Fam108B inh -4, pPAFAH FP inh 7, PAD4 inh 4, PME-1 inh -4 and GSTO1 inh 4.
Screening CC(C)CN(C(=O)COC(=O)CSc1ccc([N+](=O)[O-])cc1)C1CCS(=O)(=O)C1 (centres undefined) returned PAFAH1B2 FP inh 25*, LYPLA1 counter -1, Fam108B inh -2, PAFAH2 FP inh 3, pPAFAH FP inh 4, PAD4 inh 1, PME-1 inh 6, GSTO1 inh 5 and PAFAH1B3 FP inh 6.
Screening O=C(N/C(=C\c1ccc(Br)cc1)C(=O)N1CCCC1)c1ccccc1F returned PAFAH1B2 FP inh 1, LYPLA1 counter 4, Fam108B inh 0, PAFAH2 FP inh 1, pPAFAH FP inh 1, PAD4 inh -4, PME-1 inh -2, GSTO1 inh -3 and PAFAH1B3 FP inh 8.
Cc1ccc(NC(=O)C(=O)NCc2ccc(/C=N/NC(=O)c3c(C)nc4ccccn34)o2)cc1 was read as PAFAH1B2 FP inh -1, LYPLA1 counter -4, Fam108B inh 2, PAFAH2 FP inh 8, pPAFAH FP inh 3, PAD4 inh 2, PME-1 inh -2, GSTO1 inh 1 and PAFAH1B3 FP inh -4.
For Cc1ccc(C(=O)O)cc1NC(=O)CSc1nnc(-c2ccccc2F)n1C1CCCCC1 the results were PAFAH1B2 FP inh 26*, PAFAH2 FP inh 6, pPAFAH FP inh 3, PAD4 inh -1 and PAFAH1B3 FP inh 9.
`CCCNC(=O)N(C)c1nncnc1C(=O)NC` gave PAFAH1B2 FP inh 4, LYPLA1 counter -1, Fam108B inh -3, PAFAH2 FP inh 2, pPAFAH FP inh 0, PAD4 inh 2, PME-1 inh -4, GSTO1 inh -3 and PAFAH1B3 FP inh -1.
For COc1cccc(C(=O)NCC(=O)OCc2ccc(F)cc2Cl)c1 the results were PAFAH1B2 FP inh -3, LYPLA1 counter -4, Fam108B inh -4, PAFAH2 FP inh 1, pPAFAH FP inh 5, PAD4 inh -6, PME-1 inh 0, GSTO1 inh 4 and PAFAH1B3 FP inh 3.
`CO/N=C(/CS(=O)c1ccc(Br)cc1)c1ccc(OC)cc1` (centres undefined) gave PAFAH1B2 FP inh -1, LYPLA1 counter 0, Fam108B inh 0, PAFAH2 FP inh 1, pPAFAH FP inh 5, PAD4 inh 0, PME-1 inh 1, GSTO1 inh 2 and PAFAH1B3 FP inh -5.
COc1ccc(-n2nc3c(N4CCC(C(=O)NCc5ccccc5)CC4)nnc(C)c3c2C)cc1 was read as PAFAH1B2 FP inh 6, LYPLA1 counter 2, Fam108B inh 4, PAFAH2 FP inh 6, pPAFAH FP inh 6, PAD4 inh 3, PME-1 inh 3, GSTO1 inh 6 and PAFAH1B3 FP inh 3.
For Cc1nc2ncnn2c(N2CCC(C(=O)NCC3CCCO3)CC2)c1Cc1ccccc1 (centres undefined) the results were PAFAH1B2 FP inh 4, LYPLA1 counter -1, Fam108B inh -1, PAFAH2 FP inh 1, pPAFAH FP inh 1, PAD4 inh -2, PME-1 inh 6, GSTO1 inh 1 and PAFAH1B3 FP inh -8.
`COc1cccc(C2c3c(oc4ccc(Cl)cc4c3=O)C(=O)N2c2cc(C)on2)c1OC` (centres undefined) gave PAFAH1B2 FP inh -2, LYPLA1 counter -5, Fam108B inh 4, PAFAH2 FP inh 2, pPAFAH FP inh -1, PAD4 inh -3, PME-1 inh 0, GSTO1 inh -1 and PAFAH1B3 FP inh 3.
For Cc1cc(C)c(S(=O)(=O)c2ccccc2)c(OC(=O)c2c(Cl)cccc2Cl)n1 the results were PAFAH1B2 FP inh 1, LYPLA1 counter 0, Fam108B inh -2, PAFAH2 FP inh 2, pPAFAH FP inh 1, PAD4 inh 2, PME-1 inh -3, GSTO1 inh -4 and PAFAH1B3 FP inh -2.
c1cncc(C(c2nnnn2C2CCCCC2)N2CCCCC2)c1 (centres undefined) was read as PAFAH1B2 FP inh -2, LYPLA1 counter 5, Fam108B inh 1, PAFAH2 FP inh 8, pPAFAH FP inh 2, PAD4 inh 1, PME-1 inh 0, GSTO1 inh -1 and PAFAH1B3 FP inh 7.
COC(=O)Cc1c(C(=O)OC)nnn1-c1cccc(C(F)(F)F)c1 was read as PAFAH1B2 FP inh 6, LYPLA1 counter 0, Fam108B inh -4, PAFAH2 FP inh 1, pPAFAH FP inh 0, PAD4 inh -5, PME-1 inh -10, GSTO1 inh 0 and PAFAH1B3 FP inh -2.
Screening COc1cc(S(=O)(=O)N2CCCCC2)ccc1NC=O returned PAFAH1B2 FP inh 2, LYPLA1 counter 2, Fam108B inh 2, PAFAH2 FP inh -1, pPAFAH FP inh 0, PAD4 inh -4, PME-1 inh -8, GSTO1 inh 11 and PAFAH1B3 FP inh -1.
Screening CCOC(=O)CC(NC(=O)C(CC)c1ccccc1)c1ccccc1Cl (centres undefined) returned PAFAH1B2 FP inh 0, LYPLA1 counter -1, Fam108B inh 4, PAFAH2 FP inh 7, pPAFAH FP inh 3, PAD4 inh -1, PME-1 inh 9, GSTO1 inh 0 and PAFAH1B3 FP inh 2.
Screening O=C(/C=C/c1cccs1)N1CCCC1 returned PAFAH1B2 FP inh -1, LYPLA1 counter 4, Fam108B inh 1, PAFAH2 FP inh 8, pPAFAH FP inh -1, PAD4 inh -1, PME-1 inh -5, GSTO1 inh 3 and PAFAH1B3 FP inh 0.
For Cc1ccc(S(=O)(=O)NCCC(=O)Nc2ccncc2)cc1C the results were PAFAH1B2 FP inh 1, LYPLA1 counter 1, Fam108B inh 1, PAFAH2 FP inh -6, pPAFAH FP inh 5, PAD4 inh 2, PME-1 inh -3, GSTO1 inh -7 and PAFAH1B3 FP inh 6.
`O=[N+]([O-])c1cc([N+](=O)[O-])c2c(=Nc3ccccc3)n(-c3ccccc3)n(O)c2c1` gave PAFAH1B2 FP inh 17, LYPLA1 counter 7, Fam108B inh 19*, PAFAH2 FP inh 20, pPAFAH FP inh 22, PAD4 inh 1, PME-1 inh 22, GSTO1 inh 46* and PAFAH1B3 FP inh 24.
Screening CC(=O)Nc1ccc(S(=O)(=O)N(C#N)c2nc(N(C)C)nc(N(C)C)n2)cc1 returned PAFAH1B2 FP inh 2, LYPLA1 counter 3, Fam108B inh -2, PAFAH2 FP inh 1, pPAFAH FP inh 5, PAD4 inh -1, PME-1 inh 2, GSTO1 inh 3 and PAFAH1B3 FP inh 6.
For COc1cc(S(=O)(=O)N2CCC(C(N)=O)CC2)c(C)cc1C the results were PAFAH1B2 FP inh -4, LYPLA1 counter -1, Fam108B inh -10, PAFAH2 FP inh -8, pPAFAH FP inh -9, PAD4 inh -5, PME-1 inh 14, GSTO1 inh -4 and PAFAH1B3 FP inh -3.
For CCOC(=O)c1c(NC(=O)COc2cccc3c2CCN(CC)C3=O)sc2c1CCC2 the results were PAFAH1B2 FP inh -2, LYPLA1 counter 4, Fam108B inh 1, PAFAH2 FP inh 3, pPAFAH FP inh 2, PAD4 inh -1, PME-1 inh 1, GSTO1 inh 6 and PAFAH1B3 FP inh 3.
CCOC(=O)c1ccc(NC(=S)N(CCCN2CCN(CC)CC2)Cc2cccs2)cc1 was read as PAFAH1B2 FP inh 1, LYPLA1 counter 0, Fam108B inh -4, PAFAH2 FP inh -23, pPAFAH FP inh 6, PAD4 inh 0, PME-1 inh 1, GSTO1 inh 2 and PAFAH1B3 FP inh -3.
For Cc1ccc(-c2csc(NC(=O)CN3CC(C)OC(C)C3)n2)cc1 (centres undefined) the results were PAFAH1B2 FP inh -3, LYPLA1 counter -2, Fam108B inh -3, PAFAH2 FP inh 4, pPAFAH FP inh 3, PAD4 inh 1, PME-1 inh -1, GSTO1 inh 5 and PAFAH1B3 FP inh 4.
`COC(=O)c1ccccc1NC(=O)CS(=O)(=O)Cc1nc(-c2ccc(C)cc2)oc1C` gave PAFAH1B2 FP inh 5, LYPLA1 counter 2, Fam108B inh 0, PAFAH2 FP inh 2, pPAFAH FP inh 4, PAD4 inh 1, PME-1 inh 7, GSTO1 inh 8 and PAFAH1B3 FP inh 1.
C=CC#CC1(O)CC(C)N(C)CC1C (centres undefined) was read as PAFAH1B2 FP inh -2, LYPLA1 counter -1, Fam108B inh 0, PAFAH2 FP inh 4, pPAFAH FP inh -2, PAD4 inh 0, PME-1 inh -5, GSTO1 inh 6 and PAFAH1B3 FP inh 2.
Screening Cc1onc(-c2c(Cl)cccc2Cl)c1COC(=O)c1ccc([N+](=O)[O-])cc1 returned PAFAH1B2 FP inh 7, LYPLA1 counter 1, Fam108B inh -1, PAFAH2 FP inh 0, pPAFAH FP inh 5, PAD4 inh -4, PME-1 inh 1, GSTO1 inh 3 and PAFAH1B3 FP inh 0.
For CC(C)OCCCNC(=O)CN1C(=O)CC(C)(C)S(=O)(=O)c2ccccc21 the results were PAFAH1B2 FP inh 0, LYPLA1 counter -1, Fam108B inh -3, PAFAH2 FP inh -3, pPAFAH FP inh 0, PAD4 inh 3, PME-1 inh -2, GSTO1 inh 0 and PAFAH1B3 FP inh 4.
`Cc1ccc2[nH]c(=O)c(CN(Cc3nnnn3C3CCCC3)C3CCCCC3)cc2c1` gave PAFAH1B2 FP inh 9, LYPLA1 counter -5, Fam108B inh 1, PAFAH2 FP inh -5, pPAFAH FP inh 5, PAD4 inh -5, PME-1 inh 0, GSTO1 inh 3 and PAFAH1B3 FP inh 9.
